# Screens from PubChem BioAssay.
# TGFb inhibitor – inhibitors of TGF-b signaling; HepG2 CAGA-GFP TGF-b/SMAD3 reporter, GFP fluorescence, 18 h; TGF-beta stimulated, 500 pg/mL final; Potency, µM (doses to about 46.1 µM), for inactives: at the top dose activity, negative = inhibition, usual class: inhibitors; 410,000 tested, 1.2% active; AID 588855; note: % is set by controls: 0 for no effect and ±100 for the full control effect; nearly all actives have a fitted effect of over 65% in size
#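 Cell-based qHTS in HEPG2 carrying a CAGA-GFP Smad reporter; compounds added before 500 pg/mL final TGF-beta, 18 h incubation at 37 degrees C, GFP fluorescence quantified per cell by imaging cytometry.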
# HepG2 viability – kills HepG2 cells in TGF-b inhibitor counter-screen | HepG2 CAGA-GFP viability, ATP luminescence, 18 h | Potency, µM (highest dose often 46.1 µM), for inactives: at the top dose activity change, negative = cytotoxicity, actives largely listed as cytotoxic | 410,000 tested, 0.76% active; note: some results filed as inactive show a strong effect at the top dose
#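 CellTiter-Glo luminescence gave cytotoxicity after 18 hours at 37 degrees C. The cells were HepG2 CAGA-GFP in 1% FBS DMEM, stimulated with 500 pg/mL TGF-beta after compound addition. %Activity was normalised to no-cell wells (complete cell-killing) and DMSO (no toxicity), and curves were fitted and classified.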
# ATXN2 expr inh – ATXN2 expression inhibition. Potency, µM (doses to about 57 µM), for inactives: at the highest dose activity change, negative = inhibition, usual class: inhibitors. HEK-293 ATXN2-luciferase reporter, luminescence, 24 h. 360,000 tested, 0.72% active. AID 1745845; note: % is set by controls: 0 for no effect and ±100 for the full control effect; nearly all actives have a fitted effect of over 55% in size
#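 qHTS (up to 57 uM final) was run with 24 h compound exposure of reporter cells at 37 °C. Each well was multiplexed: SteadyGlo luminescence measured ATXN2-luciferase expression after a fluorogenic Gly-Phe-AFC viability readout (25 uM final).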
# EPAC2 antag – antagonists of human EPAC2. Q8WZA2. EPAC2 GEF exchange of Rap1B-BODIPY-GDP, fluorescence. Potency, µM (top dose mostly 114 µM), without a hit: top-dose activity, negative = inhibition, usual class: inhibitors. 360,000 tested, 0.18% active. AID 720708; note: % is set by controls: 0 for no effect and ±100 for the full control effect; nearly all actives have a fitted effect of over 45% in size; many of its hits are not listed in these tables
# Target sequence (Q8WZA2 whole entry, looked up): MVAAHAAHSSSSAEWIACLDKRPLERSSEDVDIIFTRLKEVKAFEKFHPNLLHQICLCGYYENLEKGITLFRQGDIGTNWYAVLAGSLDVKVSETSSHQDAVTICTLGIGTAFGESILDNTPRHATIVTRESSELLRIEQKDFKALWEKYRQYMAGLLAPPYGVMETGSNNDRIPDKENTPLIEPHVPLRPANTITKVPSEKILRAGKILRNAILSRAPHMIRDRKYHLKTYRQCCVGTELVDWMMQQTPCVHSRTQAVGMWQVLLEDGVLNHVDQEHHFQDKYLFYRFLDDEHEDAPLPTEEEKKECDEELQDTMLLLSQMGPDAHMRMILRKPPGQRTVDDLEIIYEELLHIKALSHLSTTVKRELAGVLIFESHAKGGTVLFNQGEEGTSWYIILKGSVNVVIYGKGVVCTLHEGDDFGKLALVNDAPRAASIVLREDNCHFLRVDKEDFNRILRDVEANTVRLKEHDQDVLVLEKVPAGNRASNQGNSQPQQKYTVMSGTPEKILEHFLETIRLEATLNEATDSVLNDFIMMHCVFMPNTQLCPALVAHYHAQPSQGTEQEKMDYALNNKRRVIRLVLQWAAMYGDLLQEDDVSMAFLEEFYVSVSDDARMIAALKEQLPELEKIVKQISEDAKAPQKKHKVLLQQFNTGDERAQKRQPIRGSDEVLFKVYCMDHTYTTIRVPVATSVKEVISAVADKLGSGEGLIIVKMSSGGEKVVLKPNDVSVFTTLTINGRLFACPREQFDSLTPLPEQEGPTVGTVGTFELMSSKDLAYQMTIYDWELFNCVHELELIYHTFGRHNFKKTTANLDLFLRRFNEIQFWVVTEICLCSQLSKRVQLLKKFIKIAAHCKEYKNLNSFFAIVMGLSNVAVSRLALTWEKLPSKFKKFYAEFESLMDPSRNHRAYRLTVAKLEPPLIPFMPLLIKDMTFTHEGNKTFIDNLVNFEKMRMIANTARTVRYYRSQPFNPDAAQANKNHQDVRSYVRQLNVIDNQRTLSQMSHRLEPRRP
# A549 tox – A549 cytotoxicity, counter-screen for Nrf2 inhibitors. A549 ARE-Fluc cells, CellTiter-Fluor viability, 18-24 h. Potency, µM (titrated, usually from 46 µM), inactives show at the highest dose activity change, negative = cytotoxicity, usual class: inhibitors. 390,000 tested, 0.16% active; note: % is set by controls: 0 for no effect and ±100 for the full control effect
#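 Cytotoxicity counterscreen: CellTiter-Fluor fluorescence was measured in A549 ARE_Fluc cells after 18-24 h of compound exposure in a concentration series. The subsequent BugLite luminescent read reports ARE-luciferase activity.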
# MCF10A rereplic – DNA re-replication induction in MCF 10a cells | MCF 10A DNA re-replication, Hoechst nuclear intensity, 48 h | Potency, µM (titrated, usually from 46.1 µM), for the others: at the top dose activity, positive = re-replication, actives largely listed as activators | 350,000 tested, 2.9% active; note: % of control where 0% means no effect; nearly all actives have a fitted effect of over 50% in size
# S2 tox – reduces viability in counter-screen for ATXN expression inhibitors; S2 cells (HEK-293 line with an ATXN2-luciferase reporter) viability, CellTiter-Fluor protease fluorescence, 24 h; Potency, µM (doses to about 56.7 µM), actives largely listed as cytotoxic; 400,000 tested, 0.49% active; note: nearly all actives have a fitted effect of over 40% in size
# Nrf2 inh – inhibitors of Nrf2 signaling; A549 ARE-Fluc reporter, luciferase luminescence, 18-24 h; Potency, µM (titrated, usually from 46 µM), without a hit: at the top dose activity change, negative = inhibition, actives largely listed as inhibitors; 360,000 tested, 2.1% active; AID 504444; note: % is set by controls: 0 for no effect and ±100 for the full control effect; nearly all actives have a fitted effect of over 60% in size
#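 Quantitative HTS in A549 cells stably bearing an antioxidant response element-firefly luciferase construct. Inhibition of Nrf2-driven transcription was scored by luminescence after 18-24 h of compound exposure at 37 °C.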
# Nrf2 activator – Nrf2 pathway activation; AREc32 ARE-luciferase reporter (MCF7-derived line), luminescence, 24 h; Potency, µM (titrated, usually from 46.1 µM), inactives show at the top dose activation, hits mostly activators; 410,000 tested, 0.31% active; note: % of control where 0% means no effect; nearly all actives have a fitted effect of over 65% in size
#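 ARE-driven firefly luciferase activity in AREc32 cells measured after a 24 hr compound exposure at 37 deg C, using Steady-Glo reagent and a 30 min room-temperature hold.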
# Numbers without * were called inactive; i = inactive; u = inconclusive; x = not tested or not shown; [ ] = another dose, or the depositor's remark. Calls come from the whole dose curve; as a rule, active = well fitted curve in the direction sought with a large enough effect; inconclusive = small, poorly fitted or top-dose-only effect, or another doubt; inactive = no such curve, though single readings can be large; an effect the other way counts as inactive or inconclusive. Potency is the fitted concentration of half-maximal effect. Some of the compounds tested. The share of hits here may be higher or lower than overall.
# Values in the order – TGFb inhibitor, HepG2 viability, ATXN2 expr inh, EPAC2 antag, A549 tox, MCF10A rereplic, S2 tox, Nrf2 inh, Nrf2 activator
> C=CCN1C(=O)C2(C(C#N)=C(N)Oc3n[nH]c(CCC)c32)c2ccccc21 (centres undefined)
 : 7%, -3%, 6%, -2%, -7%, 15%, i, -4%, -0.7%
> CCOC(=O)c1cc(S(=O)(=O)N2CCN(c3cccc(OC)c3)CC2)[nH]n1
 : u, -40%, -12%, x, 2%, x, i, x, 0.4%
> C=CC[C@@H](CC(=O)N[C@@H](CO)Cc1ccccc1)C(=O)N[C@H](COC(=O)[C@H](CC=C)CC(=O)OC(C)(C)C)Cc1ccccc1
 : -6%, -11%, -7%, 12%, 1%, -10%, u, 3%, -0.7%
> CCN(Cc1ccccc1)C(=O)Cn1c(=O)n(CC(=O)NCc2ccco2)c(=O)c2sccc21
 : 0%, -12%, x, 4%, -5%, 12%, x, 5%, -0.2%
> O=C(Nc1ccc(Cl)cn1)c1ccc(COCC(F)(F)C(F)F)o1
 : -23%, -1%, 36%[activator], -2%, 0%, 5%, i, u, 4.2%
> O=C(COc1ccc2ccccc2c1Br)Nc1ncn[nH]1
 : 5%, -3%, u, 3%, 15%, 20%, u, x, -0.2%
> CCCNC(=O)COc1coc(CN2CCN(c3ccc(F)cc3)CC2)cc1=O
 : 11%, 15%, 10%, -10%, 2%, 11%, i, 2%, -0.4%
> Cc1cc(Br)ccc1NC(=O)c1ccccc1-c1ccccc1
 : 1%, 4%, 5%, -13%, 2%, -2%, i, 0%, -0.2%
> COc1cc2nc(C)sc2cc1SC
 : 2%, 8%, 0%, 7%, -3%, 1%, u, -7%, 3.1%
> O=S(=O)(Nc1cccc(-c2nc3cccnc3s2)c1)c1ccc2c(c1)OCCO2
 : u, -29%, -6%, -1%, -4%, u, x, u, 7.1%
> Cc1nnsc1C(=O)Nc1ccc(S(=O)(=O)N2CCCCC2)cc1
 : -6%, -15%, -12%, -9%, -1%, 9%, i, u, -0.4%
> CCOC(=O)CN(C(=O)CSc1nnc2c(n1)[nH]c1ccc(F)cc12)c1ccccc1
 : 1%, -28%, -4%, -3%, -9%, 13%, i, u, -0.4%
> CCn1ccc2c(OCC(=O)NCc3ccccc3)cccc2c1=O
 : -1%, -10%, 6%, x, 0%, x, i, x, 0.5%
> CCCn1c(SCC(=O)N2N=C3/C(=C/c4ccc(OC)cc4)CCCC3C2c2ccc(OC)cc2)n[nH]c1=O (centres undefined)
 : 13µM*, -65%, u, -2%, -18%, u, x, u, -0.2%[9.22 µM]
> CCC(=O)N1N=C(c2cccs2)CC1c1ccco1 (centres undefined)
 : 0%, -2%, -4%, u, 3%, u, i, 2%, -0.4%
> CCOC(=O)C(C(=O)N1CCOCC1)C1CCCCC1 (centres undefined)
 : -25%, -8%, -14%, -10%, -2%, -7%, i, 5%, 0.0%
> Cc1[nH]c2ccccc2c1C(=O)Cn1c(=O)oc2ccccc21
 : -31%, -13%, -13%, -2%, 0%, 1%, u, x, 0.3%
> Cc1cc(C)c(C#N)c(Oc2ccccc2Br)n1
 : 13%, -2%, 2%, -8%, -3%, -3%, i, 11%, -0.4%
> C=CCn1c(SCC(=O)c2ccc(NS(=O)(=O)c3ccccc3)cc2)nnc1-c1cccs1
 : -16%, 1%, 1%, 2%, -1%, u, i, 3%, 2.8%
> CC(C)C(=O)Nc1ccc(NC(=S)NC(=O)c2ccc([N+](=O)[O-])cc2)cc1
 : 53%[activator], 27%, -5%, 12%, 10%, 0%, i, -15%, 0.0%
> CCN(CC)c1ccc(CNc2nnnn2C)cc1
 : 4%, -5%, 6%, 0%, 1%, 1%, i, 9%, -0.2%
> COc1ccc(N2CCN(C(=O)c3ccc(CS(=O)c4cccc(Cl)c4)o3)CC2)cc1 (centres undefined)
 : -2%, -9%, x, 0%, x, x, u, x, -0.9%
> COC(=O)c1ccc(NC(=O)c2cc(S(=O)(=O)N3CCC(C)CC3)cn2C)cc1
 : 0%, 22%, 3%, x, -1%, x, i, x, -0.5%
> O=C(NNC(=S)NCc1ccco1)c1ccc(S(=O)(=O)N2CCOCC2)cc1
 : -4%, 16%, -6%, 4%, 1%, 7%, i, -15%, 3.6%
> CCOc1cc(C2C(C#N)=C(N)Oc3n[nH]c(C)c32)ccc1OCCN1CCOCC1 (centres undefined)
 : 4%, -15%, -10%, -2%, 13%, 12%, i, 12%, 2.8%
> OC(c1cccc(F)c1)c1ncc(-c2ccc(Oc3ccccc3)cc2)[nH]1 (centres undefined)
 : u, -74%, -23%, 15%, x, x, u, x, -1.2%
> CCOC(=O)N1CCN(C(=O)CSC2=NS(=O)(=O)c3cc(Cl)ccc3N2)CC1
 : 5%, -19%, -1%, -1%, 0%, 5%, i, 0%, -0.2%
> CC/C(=N\NC(=O)CSCc1ccccc1Br)c1ccc2c(c1)OCCO2
 : 15%, 7%, -5%, 2%, -3%, 19%, i, u, 0.0%
> NS(=O)(=O)c1ccc(NC(=O)c2cc(Cl)sc2Cl)cc1
 : 0%, -13%, -19%, -10%, 2%, 4%, i, -3%, 4.8%
> CCOc1ccc(CNC(=O)c2ccc3c(c2)sc2nc(-c4ccc(OC)cc4)cn23)cc1
 : -11%, 2%, x, x, 7%, x, x, 5%, 0.3%
> Cc1ccc2nc(-c3ccccc3)c(CN3CCSCC3)n2c1
 : -21%, -12%, 5%, -29%, -6%, 4%, i, u, 0.0%
> CC(=O)Nc1ccc2nc(N)sc2c1
 : 9%, 1%, 48%[activator], 9%, -1%, -6%, i, 27%, 11%
> N#Cc1nc(Cc2ccccc2)oc1NCc1ccccc1Cl
 : 21%, 2%, 13%, -8%, -15%, u, i, -17%, 1.7%
> COc1cc(C2Nc3cccc4cccc(c34)N2)ccc1OC(C)=O
 : -9%, -27%, -10%, 9%, -17%, -5%, i, 6%, 13%
> CCn1c(SCC(=O)NC)nnc1C(C)C
 : -19%, 1%, -2%, -2%, -4%, -5%, i, -2%, -0.6%
> CC1(C)C(=O)N(CC(=O)Nc2ccc(OC(F)(F)F)cc2)c2ccccc21
 : u, -29%, u, x, -1%, x, u, x, 5.3%
> CC1CCC(NC(=O)c2ccc3c(c2)N(Cc2ccccc2)C(=O)c2ccccc2S3(=O)=O)CC1 (centres undefined)
 : x, -2%, x, x, 13%, x, x, 9%, 5.8%
> O=C(NCCc1ccccc1)C(=O)N/N=C/c1ccc2c(c1)OCO2
 : 7%, -5%, -15%, -26%[57.1 µM], -21%, 17%, i, -21%, 2.1%
> O=C(CCc1nc(-c2ccccc2)no1)NC1CCCCC1
 : -1%, -19%, 6%, 14%, 0%, -4%, i, 14%, 1.0%
> O=C(O)/C=C/c1ccc(S(=O)(=O)Nc2ccc(C(=O)NCC(=O)O)cc2)cc1
 : 12%, 1%, -7%, 0%, 0%, -1%, i, 14%, 0.0%
> COc1cc(C2Nc3ccccc3C(=O)N2c2ccc(Cl)cc2)c(Cl)cc1OCC(=O)O (centres undefined)
 : -37%, -11%, 64%[activator], -4%, 1%, -5%, i, u, 5.9%
> COc1ccc2c(C(=O)c3ccc(C)cc3)n(Cc3ccc(C(N)=O)cc3)[n+]([O-])c2c1
 : 2%, -11%, 68%[activator], -8%, -4%, 47%, i, 11%, 11%
> CN1CCc2c(C#N)c(N3CCOCC3)nc(NCC3CCCO3)c2C1 (centres undefined)
 : -9%, 7%, x, 8%, 8%, 2%, i, 15%, -0.7%
> O=C(OCCN1C(=O)c2ccccc2C1=O)C1CCN(S(=O)(=O)c2cccs2)CC1
 : -20%, 2%, 3%, -3%, -1%, 4%, i, 1%, -0.4%
> O=C1c2ccccc2C(=O)N1CCCCNc1ccccc1
 : u, -2%, 2%, 4%, -4%, 9%, i, -11%, -0.6%
> CCOC(=O)C1CCCN(C(=O)c2ccc(C)c([N+](=O)[O-])c2)C1 (centres undefined)
 : -9%, -2%, 0%, 13%, -2%, -1%, i, 4%, -1.0%
> COc1ccc(NC(C)=O)cc1S(=O)(=O)Nc1cccc(S(=O)(=O)NC2=NCCC2)c1
 : -1%, 12%, -2%, 1%, -1%, 0%, i, 8%, -0.2%
> CC(C)c1ccccc1OCCNS(C)(=O)=O
 : 21%, 10%, 1%, 3%, 3%, -6%, i, 6%, -0.2%
> CCOC(=O)c1c(C)[nH]c(C(=O)COC(=O)[C@H](C)NC(=O)c2ccccc2Cl)c1C
 : -1%, 1%, 29%, 0%, 0%, -6%, u, 3%, 3.6%
> CCc1ccc2nc3sc(C(=O)Nc4nnc(CC)s4)c(N)c3cc2c1
 : 27%, -29%, 41%[activator], -7%, -3%, 2%, i, 11%, 3.0%
> CN(C)S(=O)(=O)c1ccc(NC(=O)CSc2nc3ccccc3n2-c2ccccc2)cc1
 : -2%, -13%, -21%, -3%, 1%, -1%, i, 21µM*, 3.8%
> CC(=O)Nc1ccc(Sc2ncccc2C(=O)Nc2cc(Cl)cc(Cl)c2)cn1
 : u, -33%, -4%, -2%, -2%[1.84 µM], u, i, u, 0.1%
> CC1CCCC(NC(=O)CCC(=O)N2CCOc3ccccc32)C1C (centres undefined)
 : -4%, -5%, -4%, 3%, 0%, -2%, i, -7%, 0.2%
> NC(=O)C(=O)NCCCN1CCOCC1
 : -6%, 3%, x, 4%, 1%, -5%, i, 0%, -0.3%
> Cc1cccc(Nc2ccccc2C(=O)OCC(=O)N(C)C2CCS(=O)(=O)C2)c1C (centres undefined)
 : 0%, 1%, 1%, -7%, -19%, 14%, i, u, -0.5%
> CCc1cc(C(=O)NNC(=S)NC2CCCCC2)cs1
 : -19%, -18%, -12%, 2%, -5%, 2%, u, -73%, 0.3%

# Profiles, looked up by structure. Values in the order: TGFb inhibitor, HepG2 viability, ATXN2 expr inh, EPAC2 antag, A549 tox, MCF10A rereplic, S2 tox, Nrf2 inh, Nrf2 activator
# CC1CCCC(NC(=O)CCC(=O)N2CCOc3ccccc32)C1C (centres undefined) is listed as -4%, -5%, -4%, 3%, 0%, -2%, i, -7%, 0.2%
# COc1ccc(NC(C)=O)cc1S(=O)(=O)Nc1cccc(S(=O)(=O)NC2=NCCC2)c1 is listed as -1%, 12%, -2%, 1%, -1%, 0%, i, 8%, -0.2%
# CN(C)S(=O)(=O)c1ccc(NC(=O)CSc2nc3ccccc3n2-c2ccccc2)cc1 is listed as -2%, -13%, -21%, -3%, 1%, -1%, i, 21µM*, 3.8%
